# FBW7 activator: human FBW7 E3 ligase activation, primary screen | actives 0.13% (n = 650,000) | AlphaScreen FBW7–phospho-cyclin E peptide binding, activator screen | Q969H0 | AID 1259310 | normalized activity (activation), % at 26.1 µM; in the data active means normalized activity above about 1.9%;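 further: purified mutant Fbw7 with reduced substrate affinity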
# MITF inh: blocks human microphthalmia-associated transcription factor. AlphaScreen MITF homodimerization, bead proximity signal. inhibition, % at 2.6 µM. actives 0.91% (n = 650,000). AID 1259374; in the data active means inhibition above about 50%;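 further: 0% = vehicle wells with protein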
# Target sequence (O75030 whole entry, looked up): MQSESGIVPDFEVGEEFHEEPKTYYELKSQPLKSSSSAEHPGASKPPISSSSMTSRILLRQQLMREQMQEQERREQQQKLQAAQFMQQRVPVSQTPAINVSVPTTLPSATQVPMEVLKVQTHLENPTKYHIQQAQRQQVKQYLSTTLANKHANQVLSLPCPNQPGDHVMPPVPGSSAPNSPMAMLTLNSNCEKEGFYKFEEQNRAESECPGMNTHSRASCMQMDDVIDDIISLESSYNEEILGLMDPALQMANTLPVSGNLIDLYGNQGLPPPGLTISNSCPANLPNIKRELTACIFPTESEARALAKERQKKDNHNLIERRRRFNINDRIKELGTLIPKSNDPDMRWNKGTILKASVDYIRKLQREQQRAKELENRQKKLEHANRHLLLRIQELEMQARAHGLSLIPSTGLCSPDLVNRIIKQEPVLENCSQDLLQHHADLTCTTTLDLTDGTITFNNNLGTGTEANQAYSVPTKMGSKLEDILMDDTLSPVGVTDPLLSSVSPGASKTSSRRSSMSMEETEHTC
# TEAD-YAP inh: TEAD-YAP interaction inhibition. HEK-TIYL cells, TEAD-Gal4/YAP UAS-luciferase luminescence. inhibition, % at 9.12 µM. actives 1.4% (n = 640,000). AID 1259422; in the data active means inhibition above about 32%;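 further: 0% = median of test compound wells and 100% = reference inhibitor wells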
# GPR151 activ: activates the human receptor GPR151; actives 1% (n = 650,000); PathHunter beta-arrestin GPR151 cells, luminescence; activation, % at 11.2 µM; in the data active means activation above about 4.9%;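 further: 0% = median of compound wells and 100% = cells with positive control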
# Target sequence (Q8TDV0 whole entry, looked up): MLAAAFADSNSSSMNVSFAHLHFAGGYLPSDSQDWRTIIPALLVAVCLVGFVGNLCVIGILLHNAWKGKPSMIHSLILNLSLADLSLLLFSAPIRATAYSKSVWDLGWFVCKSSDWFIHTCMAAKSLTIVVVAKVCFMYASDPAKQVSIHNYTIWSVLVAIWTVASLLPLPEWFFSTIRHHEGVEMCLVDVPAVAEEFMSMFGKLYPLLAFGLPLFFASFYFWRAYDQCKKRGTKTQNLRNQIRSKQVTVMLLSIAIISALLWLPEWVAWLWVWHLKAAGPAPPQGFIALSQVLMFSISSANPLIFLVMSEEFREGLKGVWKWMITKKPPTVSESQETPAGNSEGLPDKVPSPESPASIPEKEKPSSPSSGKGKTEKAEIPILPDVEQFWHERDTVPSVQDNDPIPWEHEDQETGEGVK
# Starred values were filed as active, the others as inactive; . = no result given; & = joins results of further samples.
# Below each SMILES: FBW7 activator, MITF inh, TEAD-YAP inh, GPR151 activ
> O=C(c1ccc(-c2[nH]nc3nc(-c4cncc5ccccc45)ccc23)cc1)N1CCOCC1
    0.3, 16, 29, -0.1
> CCSc1ncc(Cl)c(C(=O)Nc2ccc(OC)cc2)n1
    -0.3, -3, 4, 0.4
> CC(C)(C)C1CCc2c(sc(NC(=O)CN3CCOCC3)c2C#N)C1 (configuration not stated)
    0.1, 2, -10, 1.0
> Nc1nc(Nc2ccc3ncccc3c2)nc2c1ncn2-c1ccccc1
    52*, -10, 33*, 1.0
> Cc1cccc(Nc2ncnc3ccc(C)cc23)c1
    0.4, -17, 2, 0.3
> Cc1ccc(-c2nnc(NC3CCCCC3)c3ccccc23)cc1S(=O)(=O)NCC1CCCO1 (configuration not stated)
    -0.1, 6, 12, -1.0
> CCNc1nccnc1-c1cccc(C(=O)NCCO)c1
    -0.1, -10, 0, -1.3
> O=C(Cn1cnc2sc(-c3ccccc3)cc2c1=O)Nc1ccccc1
    0.2, 1, -1, 0.8
> O=C(CN1CCN(c2ccc(Cl)cc2)CC1)c1ccc2c(c1)CCN2
    -0.1, -9, 0, -0.9
> CN(C)CCN(C)C(=O)c1cccc(OC2CCN(C3CCCCC3)CC2)c1
    0.3, -13, -12, -0.3
> CCCC(CCC)C(=O)Nc1c[nH]c(=O)[nH]c1=O
    -0.2, -15, -8, -0.1
> CC1(C)CC2CC(C)(CN2C(=O)C2CCN(S(=O)(=O)c3cccs3)CC2)C1 (configuration not stated)
    0.0, 4, 2, 0.3
> COCc1cc(C)nc(SCC(N)=O)c1C#N
    -0.1, 0, 14, 0.1
> CCCCNS(=O)(=O)c1ccc2[nH]c3nc(SCC(=O)NCCc4ccccc4)nnc3c2c1
    0.1, 11, -6, -0.6
> CCN1C(=O)C(CC(=O)Nc2ccc(C(=O)OC)cc2)N(Cc2ccccc2)C1=S (configuration not stated)
    -0.2&0.0, 4&-6, -13&2, 0.4&1.2
> Cc1nc(NC2CCN(C(=O)c3ccc4c(c3)OCO4)CC2)[nH]c(=O)c1C
    0.0, 3, -13, 1.1
> CC1CC(OC(=O)C(O)c2ccccc2)CC(C)(C)N1C (configuration not stated)
    -0.2, -19, ., -2.5
> O=C(c1ccc(C(=O)N2CCCCCC2)nc1)N1CCCCCC1
    -0.3, -1, 8, 1.2
> Cc1[nH]nc2nc3c(c(OC(=O)c4ccccc4)c12)c(=O)n(C)c(=O)n3C
    0.2, 12, 4, -1.7
> Cc1ccc(-n2c(=O)[nH]c3c(C(N)=O)nc(-c4ccccc4F)nc32)cc1
    -0.2, -1, -6, -0.2
> C=CCn1c(NCc2ccco2)cc(=O)n(C)c1=O
    0.0, 5, 7, 0.2
> Cc1cncn(CC(=O)NCCc2csc(-c3ccccc3)n2)c1=O
    -0.2, 6, -3, 2.1
> CCCCCn1c(=S)[nH]c2ccccc2c1=O
    -0.1, 0, -7, -0.7
> Cc1ccccc1OCc1nc2c3c4c(sc3ncn2n1)CCCC4
    0.1, -1, -4, 0.0
> Clc1ccc(Nc2nc(Cl)nc(N3CCOCC3)n2)nc1
    -0.1, -2, -2, 1.7
> CCOc1ccc(C2NC(=O)c3[nH]nc(-c4cccc(OC)c4)c32)cc1 (configuration not stated)
    -0.2, 17, 10, -0.6
> CCOC(=O)c1c(NC(=O)COc2cccc(C(F)(F)F)c2)sc(C)c1C
    0.1, 13, 9, 2.3
> CCc1ccc(CN2CCC3(CCC(CNC(=O)C4CCCO4)O3)CC2)o1 (configuration not stated)
    0.3, -10, 6, 3.2
> CCc1ccc(OCC(=O)NCc2nc(-c3ccc(OC)cc3)no2)cc1
    0.0, 4, 13, 3.6
> NNS(=O)(=O)c1ccc(Oc2ccc([N+](=O)[O-])cc2)cc1
    0.0, -9, -2, -0.1
> O=C(COc1ccc(F)c(Cl)c1)c1ccc[nH]1
    -0.1, -11, -16, -0.1
> O=C1c2ccc([N+](=O)[O-])cc2C(=O)N1CNc1ccccn1
    0.0, -4, -6, 1.2
> O=C(Nc1nccs1)c1ccc([N+](=O)[O-])cc1Cl
    0.0, 12, -23, 0.4
> Cc1ccc(S(=O)(=O)Nc2ccccc2C(=O)NC2CCCCC2)cc1[N+](=O)[O-]
    -0.1, -4, 8, 0.5
> COc1ccc(Oc2c(C(F)(F)F)oc3cc(OC(C)C(=O)OCCC(C)C)ccc3c2=O)cc1 (configuration not stated)
    0.0, 2, 0, 0.7
> COc1cc(NC(=O)COc2ccc(Br)cc2)c(OC)cc1Cl
    -0.1, -2, -4, 0.2
> COc1ccc(C2=N/C(=C\c3ccc(OC)c(OC(C)=O)c3)C(=O)O2)cc1
    -0.1, 2, -4, 3.1
> N#CC1=C(N)OC2=C(C(=O)CC(c3ccccc3)C2)C1c1c[nH]c2ccccc12 (configuration not stated)
    -0.2, 1, 9, 0.7
> N#Cc1ccccc1OCC(=O)NNC(=O)CCNC(=O)c1ccccc1
    0.2, -4, 0, 0.8
> COc1ccc(S(=O)(=O)/N=C2/C=C(Nc3ccccc3)C(=O)c3ccccc32)cc1
    -0.2, 28, -11, -0.8
> FC(F)(F)c1ccc(Cn2cnc3c(NCCOc4ccccc4)nc(-c4csc5ccccc45)nc32)cc1
    0.0, 1, 10, 1.8
> O=C(Nc1ccc(NC(=O)C2CCCCC2)nc1)c1cccs1
    0.3, 15, -63, 2.1
> CC(C)CNC(=O)c1ccc2c3c(onc13)-c1ccccc1C2=O
    -0.3, 10, 4, -0.3
> CC(C)N(CCNC(=O)Cc1cn(-c2ccc(N3CCCC3CO)nn2)c2ccccc12)C(C)C (configuration not stated)
    0.8, 5, -20, -2.9
> CCOC(=O)c1ccccc1NC(=O)c1nn(-c2ccc(OC)cc2)c(=O)c2ccccc12
    0.0, 3, 6, -0.1
> CCOc1ccc(NC(=O)Cn2nnc(-c3ccc(NC(C)=O)c(Cl)c3)n2)cc1
    -0.1, 6, -11, -0.7
> Cc1cc(C)n(C(=O)C(C)N2C(=O)c3ccccc3C2=O)n1 (configuration not stated)
    0.0, -7, -9, 2.0
> O=C(Cn1c(=O)oc2ccccc21)Nc1ccc(Cl)cc1F
    -0.2, -11, 4, 0.6
> CCOc1ccc2cc(C3CC(c4ccc(OC)cc4)=NN3C(=O)c3ccccc3)c(Cl)nc2c1 (configuration not stated)
    -0.1, 5, 14, -1.0
> C=CCNC(=O)c1cc(S(=O)(=O)N2CCCC2)ccc1F
    0.0, -4, 4, 3.0
> COc1ccc(CC(=O)NC(C)C)cc1
    1.4, -4, -2, 0.2
> CC(=O)c1cccc(NC(=O)c2cc3c(s2)-c2ccccc2S(=O)(=O)C3)c1
    0.1, -6, 7, 1.0
> CC1CCc2sc(N3C(=O)C4C5C=CC(C5)C4C3=O)c(C#N)c2C1 (configuration not stated)
    -0.1, -4, 6, -0.1
> CCSc1nnc2c(Cl)cc(Cl)cn12
    0.5, 12, 1, 1.1
> NCCCC(=O)O
    0.0&-0.1&-0.1&0.0, 11&-13&-14&-2, 6&0&6, 0.6&-0.7&0.0&2.1
> CCOC(=O)c1cccc(NC(=O)CN2C(=O)C3C4C=CC(C4)C3C2=O)c1 (configuration not stated)
    0.1, -3, -11, 0.3
> Cc1cc(Nc2ccc(F)c(F)c2)n2ncnc2n1
    1.1, 17, 2, -1.2
> COc1cccc(S(=O)(=O)N2CCC(c3nc(-c4ccsc4)no3)CC2)c1
    0.1, 13, 17, -0.7
> COC(=O)CC1=C(C(=O)OC)C(c2ccc3c(c2)OCO3)C(C#N)=C(N)O1 (configuration not stated)
    0.0, 5, -1, -0.9
> COCCCNC(=O)c1cccc(C)c1
    -0.1, -5, 4, -0.6

# Other entries:
# Below each SMILES: FBW7 activator, MITF inh, TEAD-YAP inh, GPR151 activ
> COc1ccc(CCN=C2SCC(=O)N2C)cc1OC
    -0.2, 5, -1, -0.4
> O=c1[nH]cnc2c1nnn2Cc1ccccc1F
    0.2, 13, 9, -0.2
> COc1ccc(C(=O)Nc2ccc(N3CCC(NCCNC(C)=O)CC3)cc2)cc1
    0.0, 6, -3, 0.1
> Cc1cc(O)cc(C)c1NC(=O)c1cccc([N+](=O)[O-])c1
    0.2, -2, -11, -0.7
> O=C(Nc1ccc(F)cc1)C1CCCC1
    0.0, 4, -3, -0.3
> O=C(Nc1ccc(O)cc1)c1ccc(F)c(S(=O)(=O)N2CCCCC2)c1
    -0.3, 9, 5, 0.1
> CCC(C)NC(=O)c1nn(C)c2c1CSc1ccccc1-2 (configuration not stated)
    -0.1, 3, -18, 3.4
> O=C(Cn1c(C(=O)NCCO)cc2sccc21)c1ccccc1
    0.0, 6, 13, 0.3
> CCNC(=S)Nc1cc(C(=O)N2CCCC2)ccc1N1CCCC1
    -0.1, 17, 7, 0.2
> COc1ccccc1NC(=O)c1c(NCc2cccnc2)sc2c1CCCCC2
    0.2, 14, 1, -0.5
> CCOC(=O)CC(O)(c1ccccc1)C(F)(F)C(F)F (configuration not stated)
    0.3, -4, -6, 0.1
> CCn1c(SCC(=O)N2CCCc3ccccc32)nnc1-c1cn(C)nc1OC
    0.1, 4, 10, 0.3
> CC(C)(C)C(=O)CSc1ncnc2sccc12
    0.1, 4, -27, -0.3
> COc1ccc(C(=O)Nc2cc3c(ccc4ccccc43)oc2=O)cc1OC
    0.1, 11, 7, -0.1
> C=CCn1c(SCC(=O)c2cccs2)nc2sc(CC)cc2c1=O
    0.0, -10, -2, 0.7
> Nc1nc(Nc2ccccc2)nc2nc[nH]c12
    0.4, 60*, -2, 0.1
> CC(=O)c1ccc(NC(=O)c2cccc(N3C(=O)c4ccccc4C3=O)c2)cc1
    0.1, -5, 1, 1.3
> Cc1ccc(S(=O)(=O)n2cnc3cc([N+](=O)[O-])ccc32)c(C)c1
    -0.4, -8, -1, -0.1
> CCCNC(=O)c1sc2nc(C)cc(C)c2c1-n1cccc1
    -0.1, 2, 0, 2.7
> CC(=O)c1cccc(S(=O)(=O)N(C)C2CCN(C)CC2)c1
    -0.1, 10, 3, 0.4

# Single records, as listed above. Screens in order: FBW7 activator, MITF inh, TEAD-YAP inh, GPR151 activ
# `Cc1cccc(Nc2ncnc3ccc(C)cc23)c1` reads 0.4, -17, 2, 0.3
# `CCOc1ccc(NC(=O)Cn2nnc(-c3ccc(NC(C)=O)c(Cl)c3)n2)cc1` reads -0.1, 6, -11, -0.7
# `CCOC(=O)c1c(NC(=O)COc2cccc(C(F)(F)F)c2)sc(C)c1C` reads 0.1, 13, 9, 2.3

# Further structures
# Below each SMILES: FBW7 activator, MITF inh, TEAD-YAP inh, GPR151 activ
> O=C(Nc1c(F)cc(F)cc1Br)c1cc2nc(-c3ccccc3)cc(C(F)(F)F)n2n1
    0.9, 8, 4, 1.8
> Cc1cc(C)c(N(CC(O)COc2ccccc2Cl)S(C)(=O)=O)c(C)c1 (configuration not stated)
    0.0, 0, 6, -0.2
> Cc1ccc(CNC(=O)c2nn(C)c3c2COc2ccccc2-3)cc1
    -0.1, 3, 6, -0.1
> CCOC(=O)Cn1cc(C=O)c2ccccc21
    0.8, -1, -2, 0.1
> CCC(Sc1n[nH]c(=O)[nH]c1=O)C(=O)O (configuration not stated)
    -0.1, -15, -6, 0.9
> COc1ccc(Nc2nnc(-c3cc4cc(Cl)ccc4oc3=O)s2)c(OC)c1
    -0.3, 2, 5, -0.6
> CN1CCN(c2nc3c(c(=O)n(C)c(=O)n3C)n2Cc2ccccc2)CC1
    0.1, 6, -1, 0.7
> CCC(=O)NC(=S)NNC(=O)c1ccc(OCc2ccccc2)cc1
    -0.3, 2, -4, -7.6
> Cc1ccc(SC(C(=O)c2ccccc2)C(c2ccccc2)C(C#N)C#N)cc1 (configuration not stated)
    -0.1, 20, -34, -1.0
> Cn1cc(-c2ccccc2NC(=O)C(C)(C)C)cn1
    0.0, -12, -9, 2.1
> Cc1ccc2ccccc2c1Cn1c(Sc2nc3c(c(=O)n(C)c(=O)n3C)n2C)nc2ccccc21
    0.1, 3, 4, 0.6
> CCOC(=O)c1c(NC(=O)CCCOc2ccccc2)sc2c1CCCC2
    0.1, 3, 1, -0.3
> COC(=O)COc1ccc(NC(=O)c2ccc(C(C)(C)C)cc2)cc1
    -0.2, -22, 43*, -0.9
> Cc1nc2ncccn2c1-c1csc(Nc2cccc([N+](=O)[O-])c2)n1
    0.0, -15, 1, 3.4
> N#CCCn1cc(C(=O)N2CCCCC2)c(-c2cccc(Br)c2)n1
    1.1, 17, 4, -2.3
> COc1ccccc1N1CCN(C(=O)c2sc3ncn(CC(=O)Nc4ccc(C(C)C)cc4)c(=O)c3c2C)CC1
    0.0, -8, 3, 0.9

# Sorted by SMILES length (ascending): part of the list above.
# Below each SMILES: FBW7 activator, MITF inh, TEAD-YAP inh, GPR151 activ
> CCOC(=O)Cn1cc(C=O)c2ccccc21
    0.8, -1, -2, 0.1
> Cn1cc(-c2ccccc2NC(=O)C(C)(C)C)cn1
    0.0, -12, -9, 2.1
> CCC(=O)NC(=S)NNC(=O)c1ccc(OCc2ccccc2)cc1
    -0.3, 2, -4, -7.6
> CN1CCN(c2nc3c(c(=O)n(C)c(=O)n3C)n2Cc2ccccc2)CC1
    0.1, 6, -1, 0.7
> O=C(Nc1c(F)cc(F)cc1Br)c1cc2nc(-c3ccccc3)cc(C(F)(F)F)n2n1
    0.9, 8, 4, 1.8

# Source: PubChem
